Compound activity: PubChem, National Center for Advancing Translational Sciences (NCATS)
GLA spleen mod – alpha-galactosidase A (human) modulation | P06280 | human spleen homogenate, 4MU-alpha-Gal fluorescence, 40 min | Potency, µM (titrated, usually from 80 µM), inactives show at the highest dose activity change, negative = inhibition, actives largely listed as inhibitors | actives 0.008% (n = 240,000) | AID 2107;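 note: 0% = enzyme with vehicle and -100% = no enzyme basal signal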
Target sequence (P06280 32-429 limits assumed): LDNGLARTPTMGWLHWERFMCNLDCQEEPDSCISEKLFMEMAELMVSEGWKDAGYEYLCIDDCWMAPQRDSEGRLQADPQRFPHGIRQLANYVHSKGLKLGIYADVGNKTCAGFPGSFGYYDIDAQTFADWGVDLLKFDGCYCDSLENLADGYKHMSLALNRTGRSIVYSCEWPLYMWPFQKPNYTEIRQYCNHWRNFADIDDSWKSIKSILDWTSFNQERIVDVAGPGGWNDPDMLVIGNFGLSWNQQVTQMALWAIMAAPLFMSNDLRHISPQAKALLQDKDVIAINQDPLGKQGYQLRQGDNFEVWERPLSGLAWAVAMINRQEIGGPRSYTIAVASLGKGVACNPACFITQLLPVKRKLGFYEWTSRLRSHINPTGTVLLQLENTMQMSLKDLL
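qHTS titration in buffer at pH 5.0. Alpha-galactosidase activity in spleen homogenate was measured via 4-methylumbelliferone release from 1 mM fluorogenic substrate after 40 min at 37C and a pH 10 stop. AC50 came from Hill fits of control-normalized data.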
HTT cytoprotect – cytoprotection in Huntington HTT-Q103 PC12 cell model; PC12 HTT-Q103 induced, cytoprotection, ATP luminescence, 40 h; Potency, µM (highest dose often 56.4 µM), without a hit: cytoprotection (ATP increase), most hits filed as activators; actives 0.14% (n = 230,000); AID 1471;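 note: % of control where 0% means no effect; nearly all actives have a fitted effect of over 45% in size; toxic huntingtin expression switched on by the ecdysone agonist tebufenozide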
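Compounds were screened for protection of PC12 cells against cell death after tebufenozide induction (100 nM final) of mutant Huntingtin exon 1 (Q103) fused to GFP.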
GAA spleen mod – inhibits or activates alpha-glucosidase in human spleen homogenate; P10253; human spleen homogenate, 4-MU-alpha-glucoside fluorescence; Potency, µM (top dose mostly 79.9 µM), for inactives: top-dose activity change, negative = inhibition, actives largely listed as inhibitors; actives 0.006% (n = 240,000); AID 2112;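 note: 0% = enzyme with vehicle and -100% = no enzyme basal signal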
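Enzyme source: human spleen homogenate, 1 ug/well. Buffer 50 mM citric acid/K phosphate pH 5.0, 0.01% Tween-20. 4-MU-alpha-glucoside 1 mM; 37 C x 40 min; NaOH/glycine stop; fluorescence.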
Tau fibril FP – inhibitors of human tau fibril formation. P10636. K18 P301L tau heparin fibrillization, Alexa594 FP, 6 h. Potency, µM (highest dose often 57.7 µM), inactives show at the highest dose activity, negative = inhibition, most hits filed as inhibitors. actives 0.39% (n = 280,000). AID 1468; note: % is set by controls: 0 for no effect and ±100 for the full control effect; nearly all actives have a fitted effect of over 55% in size
Target sequence (P10636 561-689 P618L limits assumed): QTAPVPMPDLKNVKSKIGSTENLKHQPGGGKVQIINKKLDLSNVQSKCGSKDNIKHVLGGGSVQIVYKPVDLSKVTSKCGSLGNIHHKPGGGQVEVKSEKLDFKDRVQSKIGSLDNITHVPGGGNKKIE
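FP of Alexa 594-tau after heparin (20 uM) induction. Substrate: human K18 P301L, 15 uM unlabeled, 0.24 uM labeled. Buffer 100 mM sodium acetate pH 7. 6 hr, 37 C.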
GAA glycogen mod – inhibitors or activators of human alpha-glucosidase glycogen cleavage; P10253; recombinant GAA, glycogen substrate, Amplex Red glucose oxidase fluorescence; Potency, µM (top dose mostly 76.4 µM), without a hit: top-dose activity change, negative = inhibition, most hits filed as inhibitors; actives 0.38% (n = 300,000); AID 2100;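 note: 0% = full enzyme reaction and -100% = no-enzyme basal signal; the screen sought inhibitors and activators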
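qHTS, 1536-well; enzyme 4 nM final; cpd up to 77 uM; substrate bovine liver glycogen 30 ug; 50 mM citrate/phosphate pH 5.0, 0.01% Tween-20; 37 C, 40 min; Amplex Red detection 45 min RT; Hill fit → AC50.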
Tau fibril ThT – inhibitors of human tau fibril formation, thioflavin T binding; P10636; actives 2.1% (n = 270,000); Potency, µM (titrated, usually from 57.4 µM), inactives show top-dose activity, negative = inhibition, most hits filed as inhibitors; recombinant tau K18 P301L, heparin-induced fibrillization, ThT fluorescence; note: % is set by controls: 0 for no effect and ±100 for the full control effect; nearly all actives have a fitted effect of over 55% in size
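ThT emission at 510 nm, taken 1 hr after adding 30 uM dye, quantifies aggregates formed when 20 uM heparin acts on human tau K18 P301L for 6 hr at 37 C.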
GAA inhib – inhibitors of human lysosomal alpha-glucosidase; P10253; purified human GAA, 4-MU-alpha-glucoside fluorescence; Potency, µM (highest dose often 76.9 µM), for the others: at the top dose activity change, negative = inhibition, actives largely listed as inhibitors; actives 0.005% (n = 200,000); AID 1466;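 note: plate controls were uninhibited enzyme wells for no effect and no-enzyme background for full effect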
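Human enzyme at 4 nM with 400 uM 4-methylumbelliferyl-alpha-D-pyranoside, citrate/phosphate buffer pH 5.0, 0.005% Tween-20, 20 min at room temperature. Compounds up to 77 uM. 4-MU fluorescence (Ex 365/Em 440) read after NaOH/glycine stop; AC50 from Hill fit.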
Tau fluor cs – counter-screen for tau fibril formation inhibitors; tau K18 P301L Alexa594 fluorescence, heparin fibrillization; Potency, µM (doses to about 57.7 µM), inactives show top-dose activity change, negative = decrease; actives 0.93% (n = 280,000); AID 1463; note: % is set by controls: 0 for no effect and ±100 for the full control effect; nearly all actives have a fitted effect of over 55% in size
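Human tau K18 P301L (15 uM unlabeled, 0.24 uM Alexa 594-labeled) in 100 mM sodium acetate pH 7 with 20 uM heparin, 6 hr at 37 C. ThT 30 uM added, 1 hr ambient; Alexa 594 FP and total fluorescence read at 555/632 nm.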
* = called active by the depositor; u = inconclusive; x = not tested or not shown; [ ] = dose if it differs, or a comment. Calls come from the whole dose curve; as a rule, active = well fitted curve in the direction sought with a large enough effect; inconclusive = small, poorly fitted or top-dose-only effect, or another doubt; inactive = no such curve, though single readings can be large; an effect the other way counts as inactive or inconclusive. Potency is the fitted concentration of half-maximal effect.

Compound,GLA spleen mod,Tau fibril ThT,GAA inhib,GAA glycogen mod,Tau fibril FP,HTT cytoprotect,Tau fluor cs,GAA spleen mod
O=C(Nc1cnn(Cc2ccc(Cl)cc2)c1)c1cnccn1,1%,-10%,-8%,-4%,0%,1%[1.9 µM],-6%,-4%
CC(C)CNC(=O)C1=CC(c2ccc3c(c2)OCO3)=NS(=O)(=O)N1C,x,-2%,x,12%[76.3 µM],-9%,x,-10%,x
Cc1nc2c(=O)[nH]c(=S)n(C)c2nc1C,-7%,u,-26%,10%,-15%,x,0%,-5%
C=CCn1c(C(C)NC(=O)CC)nc2ccccc21 (stereo not drawn),-14%,3%,-13%,-2%,-5%,-19%,3%,-9%
Clc1ccc(-c2nnc(-c3ccccc3Cl)o2)cc1,-1%,-5%,-3%,-19%,-8%,-7%,-9%,-2%
Cc1ccsc1CN(C(=O)COc1ccc(Br)cc1)C1CCS(=O)(=O)C1 (stereo not drawn),x,-5%,x,-3%[76.3 µM],1%,x,-19%,x
Cc1nnc(SCc2cc(=O)n3[nH]cnc3n2)s1,0%,-15%,2%,4%,9%,10%[10 µM],-7%,-5%
CC(=O)NCCc1nc2ccccc2n1CCOc1cccc(C)c1,-7%,x,x,6%,-5%,2%[10 µM],-2%,-2%
CC(=O)N1CCc2cc(N=NC3=C(O)CCCC3=O)ccc21,-10%,u,u,-7%,-5%,-48%[inhibitor],-9%,-6%
CCc1ccc(C2CC(c3ccccc3)n3ncnc3N2)cc1 (stereo not drawn),-3%,-12%,-3%,-8%,6%,-6%,-8%,-9%
O=C(CSc1nc2nn(-c3ccccc3)c(=O)c-2c2n1CCCCC2)NCCCc1ccccc1,3%,u,-3%,u,18%,-12%[10 µM],-16%,3%
COc1cccc(Cn2c(Oc3ccccc3)nc3c2c(=O)n(C)c(=O)n3C)c1,-3%,-14%,-3%,-8%,1%,-3%[10 µM],-5%,-6%
Cc1ccc(CN2CCN(/N=C/c3cccnc3)CC2)c(C)c1,9%,-4%,-1%,-16%,-3%,-7%[10 µM],0%,7%
CCOC(=O)C(CCCCP(=O)(c1ccccc1)c1ccccc1)(NC(C)=O)C(=O)OCC,-1%,-7%,x,3%,-5%,-10%[10 µM],-12%,4%
O=C(c1ccc(COc2c(F)c(F)cc(F)c2F)o1)N1CCN(c2ccccc2)CC1,-6%,u,-1%,-13%,14%,-1%[10 µM],-18%,-4%
C/C(=N\NC(=O)C1(C)NC(C)(C)Cc2ccccc21)c1ccccc1 (stereo not drawn),2%,8%,10%,10%,-1%,-19%[10 µM],6%,4%
N#CCCSc1nc(N2CCOCC2)c2c(c1C#N)CCCC2,3%,-4%,-1%,2%,-3%,-3%,-8%,2%
CCOc1ccc(OCC)c(NS(=O)(=O)c2cc(Br)cc3c2N(C(C)=O)C(C)C3)c1 (stereo not drawn),x,-7%,x,0%[76.3 µM],4%,x,-28%,x
O=C(O)CCc1ccc(-c2ccc(Br)cc2)n1Cc1ccco1,10%,u,0%,2%,-8%,-2%,-9%,-10%
Cc1cccc(COc2ccc(-c3cc(C(F)(F)F)n4nc(C)cc4n3)cc2)c1,x,u,x,10%[76.3 µM],-7%,x,-18%,x
OCCN1CN=C(Nc2nc3ccccc3s2)NC1,-1%,-14%,0%,-1%,-1%,-9%[0.074 µM],-9%,-4%
Cc1c(Br)c(C(F)(F)F)nn1CC(=O)NCCCn1ccnc1,3%,3%,u,-3%,-8%,-3%[10 µM],-2%,-12%
CCOC(=O)C1CCN(c2nc3c(S(=O)(=O)c4ccccc4)nnn3c3ccsc23)CC1,x,-3%,x,15%[76.3 µM],2%,x,-19%,x
Cn1cnnc1SCc1ccc(C(=O)n2ncc(C#N)c2N)cc1,5%,-13%,5%,-1%,1%,-13%,2%,2%
Cn1c(CNC(=O)c2ccco2)nnc1SCC(=O)N1c2ccccc2Sc2ccccc21,-1%,-4%,-12%,1%,-6%,-9%,1%,0%
COCCn1c(SCC(=O)NCc2ccc3c(c2)OCO3)nc2ccccc2c1=O,1%,1%,-5%,3%,-4%,-28%,2%,x
Nc1n[nH]c(-c2ccc([N+](=O)[O-])cc2[N+](=O)[O-])n1,2%,u,2%,17%,5%,9%[10 µM],-13%,2%
Cc1ccc(CSc2nc3c(cc2C#N)CCC3)cc1,-1%,-8%,u,2%,-2%,4%,-5%,3%
COc1ccc(NC(=O)CCNC(=O)Cn2ccc3ccccc3c2=O)c(OC)c1,-2%,-4%,-2%,-8%,7%,-8%,3%,-4%
Cc1cccc(C(=O)NC(=S)Nc2ccccc2C(F)(F)F)c1,9%,-13%,-2%,-8%,u,0%[10 µM],-26%,2%
C[C@@H]1CC=C[C@H]2[C@H]1C(=O)N(Cc1ccccc1)[C@H]2c1ccoc1,-2%,-8%,x,-2%,-12%,-50%[inhibitor][10 µM],-4%,1%
CCN(CC)C(=O)c1[nH]cnc1C(=O)N[C@@H](Cc1ccccc1)C(=O)OCc1ccccc1,-9%,4%,x,1%,-3%,-9%[10 µM],-15%,0%
Cc1ccc(N(CCCCN2C(=O)c3ccccc3C2=O)C(=O)c2ccc(Cl)s2)cc1,-2%,-4%,u,7%,10%,-11%[10 µM],-1%,-2%
COC(=O)c1ccc(C(=O)OC)c(NC(=O)c2c(-c3ccccc3)noc2C)c1,x,3%,x,0%[76.3 µM],-8%,x,-14%,x
Cc1cc(C)c(C(N)=O)c(SCC(=O)c2ccc(Cl)cc2)n1,-8%,-15%,-3%,-3%,2%,-12%,2%,-7%
CCCC/C=C/C(NC(=O)c1ccc(C(F)(F)F)cc1)c1ccccc1 (stereo not drawn),12%,-3%,x,x,6%,-33%[inhibitor],-4%,-5%
O=C(CNC(=O)c1ccc(S(=O)(=O)N2CCCC2)cc1)N/N=C/c1ccc(Cl)cc1Cl,2%,4%,-11%,-1%,-12%,20%[10 µM],-18%,2%
O=C(Nc1ccccc1)c1ccccc1NC(=O)C1CCCCC1,2%,-5%,-2%,0%,-10%,-22%,-25%,0%
O=S1(=O)CCC(NCC2CCCO2)C1 (stereo not drawn),2%,10%,1%,0%,3%,-6%[10 µM],9%,4%
O=C(C1CCN(C2CC(=O)N(Cc3ccccc3)C2=O)CC1)N1CCCCCC1 (stereo not drawn),-2%,-6%,1%,6%,-6%,12%,-6%,-8%
CC(C)Cc1[nH]c(=O)c(C#N)c2c1COC(C)(C)C2,-1%,-8%,8%,1%,-3%,u,-4%,-21%
COc1ccccc1C(=O)Nc1cc2cc(Br)ccc2oc1=O,-8%,u,0%[15.4 µM],6%,-10%,-22%[10 µM],-13%,-10%
CC(C)=CC(=O)O[C@H]1[C@@H]2[C@H](C)C(=O)O[C@@H]2C[C@@H](C)[C@@H]2[C@@H](O)CC(=O)[C@]21C,1%,15%,x,3%,3%,41%[10 µM],24%,2%
CN(C)C=NC(=O)c1cc2c(n(-c3ccccc3)c1=O)CC(C)(C)CC2=O,x,-4%,x,15%[76.3 µM],-3%,x,-4%,x
O=C(N/N=C/c1cccnc1)c1ccc([N+](=O)[O-])cc1Cl,u,u,-1%,4%,-14%,-19%,-15%,-8%
COc1cccc(NC(=O)Cn2c(-c3cncs3)nc3ccccc32)c1,-3%,-9%,-12%,4%,1%,-9%[0.074 µM],-21%,-9%
O=C(c1nn2c(C(F)(F)F)cc(-c3ccc(F)cc3)nc2c1Cl)N1CCOCC1,0%,-3%,-24%,-3%,-7%,-9%,0%,3%
COCCCNC(=O)c1c(N)n(-c2cccc(S(N)(=O)=O)c2)c2nc3ccccc3nc12,u,-10%,u,-3%,-3%,-22%,-11%,18%
Cc1cc(C)cc(C(=O)NCC(=O)OCC(=O)N2CCCCC2)c1,6%,-2%,3%,5%,8%,7%,2%,-2%
Cc1ccc(C)c(N(CC(=O)NCc2ccc3c(c2)OCO3)C(=O)CCC(=O)Nc2ccccn2)c1,-2%,-13%,0%,9%,4%,0%,-12%,-5%
CCOc1ccc(NC(=O)C2CCC(N3C(=O)C4CC=CCC4C3=O)CC2)cc1 (stereo not drawn),5%,-11%,-6%,-9%,-5%,-29%,-11%,8%
CCCCCCNS(=O)(=O)c1ccc(NC(=O)C2CCCO2)cc1 (stereo not drawn),-2%,-3%,-13%,10%,-2%,26%[10 µM],-5%,5%
Cc1ccc(NS(=O)(=O)c2cc(C(=O)N3CCCC3)ccc2C)cc1C,-1%,-12%,u,21%,-1%,-16%,-15%,-4%

Pulled one by one from the entries so far (3):
Compound,GLA spleen mod,Tau fibril ThT,GAA inhib,GAA glycogen mod,Tau fibril FP,HTT cytoprotect,Tau fluor cs,GAA spleen mod
Cc1cccc(C(=O)NC(=S)Nc2ccccc2C(F)(F)F)c1,9%,-13%,-2%,-8%,u,0%[10 µM],-26%,2%
CC(C)Cc1[nH]c(=O)c(C#N)c2c1COC(C)(C)C2,-1%,-8%,8%,1%,-3%,u,-4%,-21%
Cc1cc(C)cc(C(=O)NCC(=O)OCC(=O)N2CCCCC2)c1,6%,-2%,3%,5%,8%,7%,2%,-2%
